LYP inhibition: inhibitors of LYP phosphatase, biochemical, fluorescence intensity, uHTS (AID 1779); 290,000 compounds, 0.054% hits; inhibition, % at 11.5 µM; hits with a dose series show IC50 in µM; recombinant LYP phosphatase, fluorescence intensity; higher % means a stronger effect;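 note: plate controls were vehicle with enzyme for no effect and no enzyme for full effect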
P. falciparum M1AAP: malaria alanyl aminopeptidase activity blockers – biochemical, fluorogenic H-Leu-NHMec substrate, 1536-well (AID 1445). 220,000 compounds, 0.42% hits. one-dose inhibition, % at 30 µM; IC50 in µM for titrated hits. recombinant M1AAP, H-Leu-NHMec fluorogenic kinetic assay; higher % means a stronger effect;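 active = primary inhibition above the hit cutoff, then over 50% inhibition at one or more dose response concentrations, cut at about 23% in these data, passing the limit was not always enough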;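 note: plate controls were DMSO full reaction for no effect and no enzyme background for full effect; strong numbers were not always called active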
TNAP activators: stimulation of alkaline phosphatase TNAP activity – biochemical, luminescent, no phosphate acceptor, uHTS, primary screen (AID 1001); 200,000 compounds, 0.03% hits; purified TNAP, luminescent activation assay, no phosphate acceptor; higher activation fold means a stronger effect; activation fold at 20 µM; hits with a dose series show EC50 in µM; in the data active = activation fold from about 3, or a potency from the dose series; inactive = the rest, 99 in 100 with activation fold below about 1.6; note: many of its hits are not listed in these tables
Yfh1-off respiration: mitochondrial function rescue without frataxin homolog – Friedreich's ataxia, plus single-dose screen, dose response (AID 1465) | S. cerevisiae Yfh1-off respiration, WST-1 reduction, 72 h; higher fold induction means a stronger effect | fold induction at 50 µM; hits with a dose series show EC50 in µM | 220,000 compounds, 0.074% hits;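 active = fold induction of absorbance versus untreated yeast above a set limit, then at least 30% activation at any dose in follow-up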;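 note: activators that raise dye reduction in frataxin-depleted yeast; strong numbers were not always called active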
WT yeast gro inh: growth inhibition of WT yeast, mitochondrial fusion screen; mitochondrial fusion phenotypic screen, WT strain; inhibition, % at 10 µM; 190,000 compounds, 2.1% hits; in the data active = inhibition above about 58%; tested in S. cerevisiae
PMI inhibitors: MPI enzyme activity inhibition – biochemical, fluorescence intensity, coupled assay, primary screen (AID 1209); purified PMI enzyme, coupled fluorescence intensity; higher % means a stronger effect; inhibition, % at 20 µM; hits with a dose series show IC50 in µM; 190,000 compounds, 0.42% hits;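 note: plate controls were DMSO vehicle for no effect and wells lacking substrate for full effect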
XIAP antagonists: small molecules displacing peptide from XIAP – biochemical, IAP family, fluorescence polarization (AID 1018); XIAP BIR domain, fluorescence polarization peptide displacement; higher % means a stronger effect; displacement, % at 20 µM, or IC50 in µM where a hit was titrated; 200,000 compounds, 0.007% hits; in the data active = displacement above about 50%; note: a part of the inactive calls stands beside numbers as strong as those of hits
human PMI inhibitors: MPI inhibition at elevated mannose 6-phosphate – biochemical, fluorescence intensity, high mannose 6-phosphate, primary screen (AID 1220) | 190,000 compounds, 0.66% hits | inhibition, % at 20 µM, or IC50 in µM where a hit was titrated | recombinant PMI enzyme, coupled fluorescence intensity; higher % means a stronger effect
P. falciparum M17LAP: P. falciparum M17LAP inhibitors, primary screen, biochemical, fluorogenic H-Leu-NHMec substrate, 1536-well (AID 1619) | recombinant M17LAP, H-Leu-NHMec fluorogenic kinetic assay; higher % means a stronger effect | inhibition, % at 30 µM; hits with a dose series show IC50 in µM | 220,000 compounds, 0.38% hits;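 active = compound inhibiting the enzyme by more than half at any dose during confirmatory dose-response retesting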;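 note: plate controls were full reaction with DMSO carrier for no effect and no enzyme background for full effect; strong numbers were not always called active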
WT yeast gro inh mutant strain: recorded beside WT yeast gro inh, whose call it bears; inhibition, %; mitochondrial fusion phenotypic screen, mutant strain inhibition
Active calls of the source: *; i = inactive; x = no result given; & = joins results of further samples. Cut-off read from the data, not from the text of the source, unless noted: active = inhibition above about 50%; inactive = the rest. Not all compounds are listed; count on the stated rates, not on these rows.

Below each SMILES: LYP inhibition	P. falciparum M1AAP	TNAP activators	Yfh1-off respiration	WT yeast gro inh	WT yeast gro inh mutant strain	PMI inhibitors	XIAP antagonists	human PMI inhibitors	P. falciparum M17LAP
1	CCOC(=O)c1c(N)n(Cc2ccccc2)c2nc3ccccc3nc12
→ -9%	3%	1	i	10	-3	-2%	-4.5%	18%	-8%
2	CCN1CC=C(c2c[nH]c3ccccc23)CC1
→ -9%	2%	1.1	i	-12	-5	3%	4.0%	5%	10%
3	CC(=O)NC(Cc1ccc(N(CCCl)CCCl)cc1)C(=O)NC(C(=O)O)C(C)C (centres undefined)
→ -6%	-1%	1.1	i	-2	-6	-24%	-3.9%	-4%	2%
4	CCC(COC(=O)c1cc(OC)c(OC)c(OC)c1)(c1ccccc1)N(C)C (centres undefined)
→ -3%	5%	1	i	-10	6	-22%	-0.1%	-18%	11%
5	O=P(O)(O)C12CC3CC(CC(C3)C1)C2
→ -10%	11%	1.1	i	-10	3	-15%	-6.1%	-5%	23%
6	CCCn1ncc(C(=O)O)c1C
→ -6%	4%	1	i	x	x	7%	-4.9%	11%	-8%
7	CCOC(=O)[C@@]12C(=O)C(=O)N[C@]1(c1ccccc1)C1OCCCC12 (some centres undefined)
→ -2%	4%	1	i	5	1	5%	-9.8%	-1%	-5%
8	C=CCn1c(=O)c(C=Nc2c(OC)cccc2[N+](=O)[O-])c(O)n(CCCC)c1=O
→ 0%	7%	1	i	-1	2	-21%	1.1%	-21%	18%
9	COC(=O)C1=COC(C)C2CN3CCC4(C(=O)Nc5ccccc54)C3CC12 (centres undefined)
→ -6%	9%	x	i	x	x	x	x	x	-8%
10	O=C(Cc1ccccc1)N1CCN(Cc2cccnc2)CC1
→ -10%	-6%	1.1	i	-3	-4	2%	-4.5%	-9%	-1%
11	N#CCCn1cc(C(=O)Nc2ccccc2Br)c(-c2ccc3c(c2)OCCO3)n1
→ -4%	-1%	1	x	-3	-11	14%	0.8%	2%	-1%
12	CC12CCC3C(CC=C4CC(O)CCC43C)C1C/C(=C\N1CCCC1)C2=O (centres undefined)
→ -2%	3%	x	i	x	x	x	x	x	20%
13	COc1ccc(OC)c(-n2c(O)c(C=NCc3ccc4c(c3)OCO4)c(=O)[nH]c2=O)c1
→ -4%	-1%	1.1	i	1	14	0%	2.3%	4%	3%
14	O=[N+]([O-])c1ccc(NCCCN2CCOCC2)c2ncccc12
→ -4%	13%	0.8	i	0	22	18%	-7.7%	58%*	-1%
15	Cc1cc(NC(=O)C(Cl)(Cl)Cl)no1
→ -2%	-1%	x	i	x	x	x	x	x	3%
16	O=c1cccc2n1CC1CC2CN(Cc2c(Cl)cccc2Cl)C1 (centres undefined)
→ -7%	12%	1.1	i	-6	-5	-10%	-4.7%	-14%	3%
17	CCOC(=O)Cn1cc(C(=O)c2ccccc2F)c2ccccc21
→ -7%	-4%	1.1	i	12	-8	16%	-0.7%	14%	11%
18	C=CCC1(CN2CCCCCC2=O)C(=O)NC(=O)NC1=O
→ -5%	-3%	1.1	i	2	-10	7%	-2.8%	4%	-2%
19	CC1(C)C2([N+](=O)[O-])CN3CN(C2)CC1([N+](=O)[O-])C3
→ -2%	6%	1.1	i	-4	-14	7%	0.5%	34%	-3%
20	COc1ccc(C)cc1NC(=O)N1CCC2(CC1)OCCO2
→ -7%	2%	1.1	i	22	6	2%	-3.1%	-3%	5%
21	CCC(=NCc1ccco1)c1c(O)n(Cc2ccccc2)c(=O)[nH]c1=O
→ -6%	5%	1.1	i	20	25	-8%	-6.3%	-18%	21%
22	CCCCCCn1c(O)c(C(C)=NC)c(=O)[nH]c1=O
→ 3%	2%	1.1	i	6	-2	11%	-14%	10%	12%
23	ClC1=CCC2CN(CCN3CCCCC3)CC2C1 (centres undefined)
→ -8%	x	1.2	i	x	x	-9%	2.1%	-6%	x
24	CCOC(=O)c1cc2c(cn1)[nH]c1ccccc12
→ 5%	10%	1.1	i	-11	-7	-4%	-3.1%	-2%	-13%
25	N#CC(C#N)=NNc1ccc(S(N)(=O)=O)cc1
→ -3%	13%	x	i	x	x	x	x	x	29%
26	O=Cc1cn(Cc2ccccc2[N+](=O)[O-])c2ccccc12
→ -6%	-1%	1.1	i	4	-6	7%	1.4%	-1%	-18%
27	CCOC(=O)c1c(NC(=O)C2C3CCC(O3)C2C(=O)O)sc(C)c1-c1ccc(C)cc1 (centres undefined)
→ -1%	19%	1	i	9	-14	-12%	-1.4%	-4%	6.7µM*
28	CNC(=S)NC1CC2CCCC(C1)N2CC(C)C (centres undefined)
→ -2%	7%	1.1	i	20	5	0%	-13%	-2%	-4%
29	NC12CN3CN(CN(C3)C1)C2 (tested in a mixture with another compound)
→ 0%	4%	0.9	i	-40	-8	-10%	-0.6%	3%	-2%
30	CCc1cc2c(s1)N(CC(=O)OC)C(=O)CN=C2c1ccccc1OC
→ -5%	1%	1.1	i	-3	-11	-2%	-3.4%	-4%	4%

Compound profiles (already shown). Screens in order: LYP inhibition	P. falciparum M1AAP	TNAP activators	Yfh1-off respiration	WT yeast gro inh	WT yeast gro inh mutant strain	PMI inhibitors	XIAP antagonists	human PMI inhibitors	P. falciparum M17LAP
`CCOC(=O)c1c(NC(=O)C2C3CCC(O3)C2C(=O)O)sc(C)c1-c1ccc(C)cc1` (centres undefined) in the list: -1%	19%	1	i	9	-14	-12%	-1.4%	-4%	6.7µM*
`O=P(O)(O)C12CC3CC(CC(C3)C1)C2` in the list: -10%	11%	1.1	i	-10	3	-15%	-6.1%	-5%	23%

More records follow:
Below each SMILES: LYP inhibition	P. falciparum M1AAP	TNAP activators	Yfh1-off respiration	WT yeast gro inh	WT yeast gro inh mutant strain	PMI inhibitors	XIAP antagonists	human PMI inhibitors	P. falciparum M17LAP
31	CCCCCCN=C(CC)c1c(O)n(CCCC)c(=O)[nH]c1=O
→ 7%	1%	1	i	14	18	22%	-6.4%	19%	0%
32	C/C1=C\[C@@H](C)C/C=C/[C@H]2[C@@H]3O[C@]3(C)[C@@H](C)[C@H]3[C@H](Cc4c[nH]c5ccccc45)NC(=O)[C@]32C(=O)/C=C/C(=O)[C@@H]1O
→ 3%	3%	1	i	71*	-20*	4%	-1.9%	16%	-2%
33	CN1CCN(c2ccc([N+](=O)[O-])c3no[n+]([O-])c23)CC1
→ -2%	12%	x	i	x	x	x	x	x	33%
34	OC(CNC1CCCCC1)c1ccccc1 (centres undefined)
→ -8%	-1%	1	i	3	-4	7%	-8.8%	-5%	5%
35	CCn1c(O)c(/C=N/NC(=O)c2ccncc2)c(=O)[nH]c1=S
→ 0%	85µM*	0.2	i	-16	-12	3%	-7.6%	-19%	51%
36	O=C(c1ccccc1)c1cn(CC(=O)N2CCCc3ccccc32)c2ccccc12
→ -2%	2%	1	i	-1	11	8%	-5.4%	4%	7%
37	COc1ccc(NP(=O)(Nc2ccc(OC)cc2)Oc2ccccc2)cc1
→ 0%	3%	1.1	i	-12	0	9%	-6.5%	-2%	1%
38	CCOP(=O)(OCC)c1cc(C)c(O)c(C(C)(C)C)c1
→ -9%	2%	x	i	x	x	x	x	x	0%
39	Nc1ccc(Br)cc1C(=O)c1ccccc1
→ -6%	12%	1	i	0	-31	7%	-4.2%	7%	11%
40	CN(c1ccc(OCC(=O)N2CCN(C/C=C/c3ccccc3)CC2)cc1)S(=O)(=O)c1cccs1
→ -7%	9%	x	i	x	x	x	x	x	-4%
41	CCCCn1c(O)c(C=NCCN2CCCCC2)c(=O)[nH]c1=O
→ 0%	5%	1.1	i	12	-1	-2%	-4.4%	-3%	2%
42	Cc1cc(C)n(-c2ccc(NN=C(C#N)C#N)cc2)n1
→ -3%	12%	x	i	x	x	x	x	x	9%
43	N#CCCn1cc(C(=O)Nc2ccccc2Br)c(-c2ccc([N+](=O)[O-])cc2)n1
→ 6%	5%	1	i	-1	13	7%	1.0%	-2%	-1%
44	O=P(O)(O)Cc1c(Cl)cccc1Cl
→ -6%	-5%	1	i	-10	-16	-4%	-1.5%	-6%	8%
45	COC(=O)N(c1ccccc1)P1(=S)OCCO1
→ -4%	-4%	1.2	i	-3	3	24%	1.0%	10%	23%
46	COc1ccc(NC(c2ccccc2)P(=O)(Oc2ccccc2)Oc2ccccc2)cc1 (centres undefined)
→ -3%	9%	1.1	i	28	-9	15%	-2.4%	16%	0%
47	Cc1cc(C)cc(-n2c(C)cc(/C=C3\C(=O)NC(=O)N(C)C3=O)c2C)c1
→ -4%	0%	1.1	i	-16	-5	-12%	-4.0%	-4%	3%
48	CCOC(=O)C1=Nc2ccccc2/C1=C\c1c(O)n(C)c(=O)n(C)c1=O
→ -6%	14%	x	i	x	x	x	x	x	27%
49	Cc1ccsc1C(=O)C1CCCN(Cc2cccc(OCCO)c2)C1 (centres undefined)
→ -7%	-2%	1.1	i	9	5	3%	-10%	6%	3%
50	CC(=NCc1ccco1)c1c(O)n(C)c(=O)n(C)c1=O
→ -3%	-2%	1	i	3	12	-2%	-3.8%	-1%	9%
51	Cc1cc(/C=C2\C(=O)NC(=O)N(c3ccc(F)cc3)C2=O)c(C)n1-c1cccc(C(=O)O)c1
→ -1%	13%	0.9	i	-13	-5	-30%	-1.7%	-20%	39%
52	O=C1NC(=S)NC(=O)C1=Cc1ccc2c(c1)CCN2CCCCl
→ -2%	13%	x	i	x	x	x	x	x	5%
53	O=C(Cc1cccs1)N1CCC2(CC1)OCCO2
→ 2%	0%	1.1	i	-7	-4	3%	-2.9%	5%	-6%
54	COP(=O)(OC)C1(O)C(=O)Nc2ccc(Br)cc21 (centres undefined)
→ -3%	19%	1.1	i	-10	-12	6%	-5.7%	6%	2%
55	CN1CCC2(CC1)N=C(c1ccc(F)cc1)C(=S)N2
→ -7%	0%	1	i	-2	2	5%	-4.0%	6%	2%
56	Cc1cccc(N2C(=O)/C(=C/c3ccc(N4CCN(C)CC4)o3)C(=O)NC2=S)c1C
→ -6%	22%	0.5	i	1	-9	3%	-7.1%	12%	47%
57	Clc1ccccc1CNC1CN2CCC1CC2 (centres undefined)
→ -7%	-4%	1	i	-7	1	-26%	-13%	-27%	-10%
58	CC(C)[C@]12O[C@H]1[C@@H]1O[C@]13[C@]1(O[C@H]1C[C@H]1C4=C(CC[C@@]13C)C(=O)OC4)[C@@H]2O
→ -4%	-11%	1.1	i	-6	12	-6%	-3.5%	-11%	-8%
59	Cc1ccc(OCC(=O)N2CCN(Cc3ccc4c(c3)OCO4)CC2)cc1
→ -8%	1%	1.1	i	17	15	2%	-5.4%	4%	-1%
60	O=C1CC2OCC=C3CN4CCC56c7cc([N+](=O)[O-])ccc7N1C5C2C3CC46 (centres undefined)
→ -4%	-2%	1.1	i	-6	-42	8%	-4.6%	10%	6%
61	CCCCn1c(C)c(C(=O)O)c2cc(OC)ccc21
→ -4%	1%	1.1	i	-15	2	6%	-21%	4%	11%
62	CCCCn1c(=O)c(C(=O)Nc2nc3ccccc3[nH]2)c(O)c2ccccc21
→ -3%	x	1.1	x	x	x	17%	-5.8%	12%	x
63	CC(=O)Nc1cc([As](=O)(O)O)ccc1O
→ 0%&-6%	-7%&0%	0.9	i	-2	-4	-4%	-9.6%	4%	-6%&-7%
64	Cn1cccc1CNCCc1ccccc1
→ -4%	9%	1.1	i	4	10	-4%	1.5%	6%	6%
65	CC(=O)CC(c1ccccc1[N+](=O)[O-])c1c(O)c2ccccc2oc1=O (centres undefined)
→ -4%	0%	x	i	x	x	x	x	x	11%
